Source: PubChem
Mdm2 MdmX PPI – inhibitors of human Mdm2/MdmX interaction; AID 485346; 3% of 330,000 active; SaOS-2 split-luciferase Mdm2/MdmX complementation, luminescence; inhibition, % at 8 µM;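 active = inhibition of at least 50% at 8 µM in the primary screen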
UPR XBP1 act – adaptive UPR (XBP1) activation. CHO-XBP1 luciferase reporter, IRE1-XBP1 UPR activation, luminescence; percent of tunicamycin response, DMSO as zero. activation, % at 20 µM. 0.33% of 330,000 active;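 active = versus positive control, 20 µM dose yields 30% or more activation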;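 note: 100% = tunicamycin at 10 µg/mL and 0% = DMSO only wells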
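Material: CHO-XBP1 cells stably carrying IRE1-XBP1-driven luciferase reporter | Medium: F12 with 10% serum | Compound dosing: 20 µM single concentration, DMSO 1% | Incubation: Overnight seeding at 37 °C, 6 h compound treatment at 37 °C | Detection: Steady-Glo luminescence read | Read-out basis: % activation of reporter signal versus tunicamycin and DMSO controls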
APJ antagonist – blocks the human apelin receptor APJ; AID 2521; inhibition, % at 20 µM; 0.32% of 330,000 active; P35414; CHO-K1 APJ beta-arrestin complementation, luminescence;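 active = inhibition above about 40% at 20 µM, limit read from the data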;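 note: cells challenged with 10 nM apelin-13 agonist together with compound; plate controls were apelin-13 plus DMSO wells for no effect and DMSO wells lacking apelin-13 for full effect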
Target sequence (P35414 whole entry, looked up): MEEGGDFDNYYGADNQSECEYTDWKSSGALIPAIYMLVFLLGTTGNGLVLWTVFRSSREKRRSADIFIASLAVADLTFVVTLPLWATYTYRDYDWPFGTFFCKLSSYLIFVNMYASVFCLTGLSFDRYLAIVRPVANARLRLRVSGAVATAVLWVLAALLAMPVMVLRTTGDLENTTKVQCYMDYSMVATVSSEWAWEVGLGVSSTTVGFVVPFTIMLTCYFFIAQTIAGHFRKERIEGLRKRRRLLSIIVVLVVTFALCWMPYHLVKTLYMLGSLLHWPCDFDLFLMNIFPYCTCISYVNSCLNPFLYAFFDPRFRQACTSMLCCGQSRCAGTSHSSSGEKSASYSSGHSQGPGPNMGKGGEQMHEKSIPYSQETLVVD
697 NFkB inh – inhibitors of the PMA/ionomycin-induced NF-kB reporter in 697 B cells; 697 B-cell NF-kB luciferase reporter, 16 h; inhibition, % at 4 µM; 0.33% of 330,000 active; AID 435022; in the data active = inhibition above about 35%
Jurkat NFkB inh – lowers PMA/ionomycin-induced NF-kB signal in Jurkat cells; PMA/ionomycin-induced NF-kB luciferase reporter, luminescence; inhibition, % at 4 µM; 0.53% of 330,000 active; in the data active = inhibition above about 50%
CHOP UPR activ – activators of apoptotic arm of unfolded protein response (CHOP); activation, % at 10 µM; 0.34% of 330,000 active; AID 449763; CHO-CHOP luciferase reporter, UPR activation, luminescence; percent of tunicamycin response over DMSO baseline;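 active = at 10 µM dose, activation of 40% or more, normalized to positive control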;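 note: 100% = tunicamycin at 10 µg/mL and 0% = DMSO alone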
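Test system: CHO-CHOP cells, stable luciferase reporter of PERK-eIF2a-CHOP signalling | Quantity: 500 CHO-CHOP cells per well | Buffer or medium: F12 plus 10% serum | Compound dosing: 10 µM single point, 0.5% DMSO | Schedule: 6 h compound treatment, 37 °C | Signal: Luciferase luminescence | Control set: Tunicamycin high control, DMSO low control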
APJ ag – agonists of human APJ apelin receptor; P35414; CHO-K1 APJ PathHunter beta-arrestin, luminescence; 0% DMSO wells, 100% apelin; activation, % at 20 µM; 0.11% of 330,000 active;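 active = activation more than six SD over the plate average, tested at 20 µM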;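 note: 0% = DMSO alone and 100% = apelin-13 at 10 nM; some results filed as inactive read as strong as hits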
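Assay system – PathHunter CHO-K1 APJ (AGTRL-1) beta-arrestin reporter cells · Compound – one dose, 20 µM compound, 1% DMSO · Timing – compound 90 min 25 °C, reagent 1 h · Measured by – luminescence from split beta-galactosidase complementation, Galacton Star/Emerald II substrate · Measure – beta-arrestin recruitment to APJ as agonist activity, luminescent signal · Benchmarks – DMSO vs Apelin-13 10 nM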
tim23-1 inh – tim23-1 yeast growth inhibition; 1.3% of 330,000 active; inhibition, % at 20 µM; S. cerevisiae tim23-1 growth, BacTiter-Glo luminescence, 24 h;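 active = growth inhibition of the mutant yeast at or above 50%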;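 note: temperature-sensitive mutant grown at 25 °C; plate controls were DMSO-treated mutant yeast for no effect and medium wells lacking yeast for full effect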
* hit, by the source's call; x = not tested or not shown. Rows are unselected. About 5% of those tested had a hit in this group.

SMILES	Mdm2 MdmX PPI	UPR XBP1 act	APJ antagonist	697 NFkB inh	Jurkat NFkB inh	CHOP UPR activ	APJ ag	tim23-1 inh
CCCS(=O)(=O)N1CCCC(C(=O)NCCc2ccc(Cl)cc2)C1 (centres undefined)	11	4	18	20	12	-1.0	-2	13
O=C(CCc1nnc2n(Cc3ccc(Cl)cc3)c(=O)c3ccccc3n12)NCCCN1CCOCC1	2	-3	-11	-20	7	-0.3	-1	2
O=C1N/C(=C\c2ccsc2)C(=O)N1Cc1ccc(F)cc1	25	3	4	17	10	-1.4	-2	-6
Cc1ccc(C(=O)OCC(=O)Nc2cccc(Cl)c2C)c(O)c1	-15	-4	-5	20	-5	0.1	-4	-12
CN(C)c1ccc(C(=S)N2CCN(C(=S)Nc3cccc4ccccc34)CC2)cc1	-3	0	7	7	3	-0.3	-5	-17
Nc1ccc(Br)c[n+]1Cc1cccc2cccnc12	22	1	11	-4	22	0.1	-3	4
Cc1cc(C(=O)OCC(=O)c2ccccc2)c2ccccc2n1	-1	1	16	-2	-22	-0.5	-1	18
C=C(C)C(=O)Nc1cccc(C2=NOC3(C2)C[C@H](C(N)=O)N(C(=O)COc2ccc(Cl)cc2)C3)c1 (some centres undefined)	-15	-3	2	0	-4	0.3	-1	5
Cc1cccc(NC(=S)N(Cc2ccc(Cl)cc2)Cc2ccc(C(=O)O)cc2)c1	7	-3	7	-7	0	0.8	0	11
CCOC(=O)c1sc(NC(=O)CSc2nnc(-c3ccco3)n2CC)c(C(=O)OCC)c1C	20	2	13	0	-15	-0.5	-2	28
CCOc1ccc(NC(=O)NCc2ccc3c(c2)OCO3)cc1	15	-4	22	-61	-10	0.6	14	10
COc1ccccc1NC(=O)C1=C(C)Nc2nnnn2C1c1cccc(C)c1 (centres undefined)	2	-1	3	-4	-13	1.1	-5	6
Cc1cccc(C)c1NC(=O)CNC(=O)C(C)NC(C)c1ccccc1Br (centres undefined)	37	-1	-4	9	0	-2.0	-2	-8
COc1ccccc1NS(=O)(=O)c1cccc(C(=O)NCC(c2ccco2)N(C)C)c1 (centres undefined)	4	-2	2	-1	7	0.0	-1	7
CC(=O)Nc1ccc(NC(=O)CSc2ccc(-c3cccnc3)nn2)cc1	-11	1	-3	-6	2	0.7	6	-5
CCOC(=O)c1c(C)[nH]c(C(=O)OCc2ccc([N+](=O)[O-])cc2)c1C	11	0	-38	12	15	3.5	5	3
CCOc1cccc(-c2nnc3sc(-c4cc(OC)c(OC)c(OC)c4)nn23)c1	61*	-2	10	21	18	-1.9	-1	7
CC(CCc1ccccc1)NC(=O)CSc1ccccn1 (centres undefined)	2	1	0	14	-1	-1.0	-4	24
COc1ccc(S(=O)(=O)NCc2cccs2)cc1	16	-1	-4	10	-13	-2.6	-2	29
CCC(=O)c1cn(CC(=O)OC)c2ccccc12	20	2	-14	23	3	-2.2	-4	6
O=C(NCCC1CCCCN1S(=O)(=O)c1ccccc1)C(=O)Nc1ccccc1 (centres undefined)	10	-1	-2	8	11	4.3	-5	36
CCOCCCNc1c2c(nc3cc(-c4ccc(F)cc4)nn13)CCC2	21	-1	-17	-16	-11	3.2	-2	1
CC(C)C1C(c2ccccc2)NC(c2ccccc2)CC1(O)c1ccc(F)cc1 (centres undefined)	39	-2	17	-3	1	1.0	4	13
Cc1ccc(CSC2=Nc3ccccc3C3=NC(CCC(=O)NCc4ccco4)C(=O)N23)cc1 (centres undefined)	-4	1	9	-5	-38	3.5	-1	19
COc1ccc(N2CCN(Cc3cc4c(cc3O)CCC4)CC2)cc1	23	5	10	8	6	-1.1	-4	7
O=C(CNC(=O)c1ccco1)OCc1ccccc1F	1	-2	7	17	0	1.7	-3	13
Cc1cc(C)n(C(=O)c2c([N+](=O)[O-])c(C)nn2C)n1	-2	-4	5	1	-2	0.8	-2	8
CC(C)N(C(=O)[C@H]1C[C@H](CC(=O)NCc2ccco2)C(=O)N2CCc3c([nH]c4cc(-c5ccco5)ccc34)[C@]12C)C(C)C	38	6	x	2	x	2.9	x	40
O=C(O)c1ccccc1NS(=O)(=O)c1ccc(NN=Cc2cccc(Cl)c2)c([N+](=O)[O-])c1	-20	1	6	9	3	-1.5	2	18
O=C(N/N=C/C1CC=CCC1)c1cc2ccccc2cc1O (centres undefined)	12	-1	-40	-19	1	3.3	3	3
S=c1nc(-c2ccco2)[nH][nH]1	-3	0	-9	27	6	-1.8	0	5
O=C(Nc1ccc(F)cc1)c1cc(-c2ccccc2)no1	18	0	12	15	19	2.3	-3	1
Cc1ccc(C2=NNC(=O)C(c3ccc(Cl)cc3)C2)cc1 (centres undefined)	9	1	-11	-1	4	-1.7	0	45
O=C(O)C1CCCCC1C(=O)NCCCc1ccccc1 (centres undefined)	11	-2	4	0	-7	0.5	6	3
Nc1ccc(OCc2ccco2)cc1	-4	-2	12	4	-3	1.6	-2	-1
COC(=O)CSc1nc2ccc(NC(=O)c3ccccc3C(=O)N3CCOCC3)cc2s1	-19	1	-2	18	16	-0.8	1	22
COc1ccc(C(C)C)cc1S(=O)(=O)N1CCC(C(=O)NCc2cccnc2)CC1	16	5	11	10	-3	0.6	0	3
CCOC(=O)[C@@H]1[C@H]2COc3cc(OC)ccc3[C@H]2N2C(=O)N(c3ccc(C(F)(F)F)cc3)C(=O)[C@@]12C	-6	-3	4	11	8	1.9	-1	26
C=CC[n+]1c(-c2ccc(OCC)cc2)csc1NNC(=O)Nc1ccccc1	10	-2	-2	-13	27	1.3	1	25
CCCCSc1nnc2c(n1)OC=Nc1ccccc1-2	-25	2	5	14	0	2.8	-3	32
CC(OC(=O)CN1C(=O)C2CCCCC2C1=O)C(=O)Nc1ncc(Cl)cc1Cl (centres undefined)	19	1	-12	6	-1	-1.0	0	7
N#Cc1c(NC(=O)CSc2nc3ccccc3s2)sc2c1CCCC2	26	-1	5	-5	18	4.9	-1	1
NC(=O)C1CCN(CC(=O)Nc2ccc3c(c2)OCCO3)CC1	2	0	-4	-22	-30	0.2	-3	7
CCOC(=O)/C(C#N)=C/c1cn(CCC(=O)O)nc1-c1ccc(Br)cc1	8	-2	14	-18	-5	0.0	-1	13
COC(=O)CCCCCNc1ccc(C(=O)OC)cc1N	-15	-1	8	4	6	-2.0	1	13
Cn1c(SCC(=O)NC(c2ccccc2)c2ccccc2)nnc1-c1cccs1	9	-1	8	-3	-20	0.0	-4	6
Cc1ccc(NC(=O)C(NS(=O)(=O)c2cccc3nsnc23)C(C)C)nc1 (centres undefined)	13	1	17	12	8	0.8	-3	4
CCOC(=O)c1nnsc1NC(C)=O	-2	2	-4	20	2	1.7	1	-7
COc1ccc(N(CC(=O)N2CCCCC2)S(=O)(=O)c2ccccc2)c(OC)c1	8	2	16	-14	-9	-2.4	-5	0
COc1ccccc1/C=C/CN1CCCC(CCC(=O)NCc2ccc(F)c(F)c2)C1 (centres undefined)	22	-3	-7	-15	-6	-1.4	1	15
c1ccc(-c2nc3ccccc3c3nncn23)cc1	10	7	15	-1	6	0.2	-1	10
CCOC(=O)COc1cc(O)c2c(=O)cc(-c3ccccc3)oc2c1	-1	4	-6	12	-3	-0.2	-1	3
N#C/C(=C/c1ccc(OCc2ccccc2)cc1)C(=O)NC1CCCCC1	-12	4	2	-10	-44	6.9	16	3
CCOC(=O)C1=C(C)Nc2ccccc2N/C1=N\S(=O)(=O)c1ccccc1	26	-1	-9	15	-16	-0.2	-1	3
O=C(NNC(=O)c1ccncc1)Nc1cccc([N+](=O)[O-])c1	-13	-1	21	3	-5	-0.5	-1	2
CCc1c(C)nc2ncnn2c1N1CCC(C(=O)Nc2cccc(C(C)=O)c2)CC1	15	-1	-13	6	18	-1.7	-2	12
C/C(=C(\C#N)C(=O)NCCCN1CCOCC1)N(C)C	13	-4	6	8	-11	0.2	-4	-3
COc1cc(C2=NOC(C(=O)Nc3cccnc3)C2)cc(OC)c1OC (centres undefined)	-7	1	-7	18	3	0.9	-2	4
COc1ccc(/C(O)=C2/C(=O)C(=O)N(c3ncccn3)C2c2ccc(OC)c(OC)c2)cc1 (centres undefined)	13	0	16	7	8	0.1	-6	12
Cc1noc(NS(=O)(=O)c2ccc(NC(=O)c3ccoc3C)cc2)c1C	22	1	-2	4	-10	9.9	-2	2

3 successive compounds from above, for reference:
SMILES	Mdm2 MdmX PPI	UPR XBP1 act	APJ antagonist	697 NFkB inh	Jurkat NFkB inh	CHOP UPR activ	APJ ag	tim23-1 inh
N#Cc1c(NC(=O)CSc2nc3ccccc3s2)sc2c1CCCC2	26	-1	5	-5	18	4.9	-1	1
NC(=O)C1CCN(CC(=O)Nc2ccc3c(c2)OCCO3)CC1	2	0	-4	-22	-30	0.2	-3	7
CCOC(=O)/C(C#N)=C/c1cn(CCC(=O)O)nc1-c1ccc(Br)cc1	8	-2	14	-18	-5	0.0	-1	13

Later entries:
SMILES	Mdm2 MdmX PPI	UPR XBP1 act	APJ antagonist	697 NFkB inh	Jurkat NFkB inh	CHOP UPR activ	APJ ag	tim23-1 inh
Cc1cc(C)cc(C(=O)OCC(=O)NCc2ccco2)c1	0	2	-17	-52	-10	-2.5	1	2
O=C(NC1(C(F)(F)F)C(=O)Nc2c1c(=O)[nH]c(=O)n2Cc1ccco1)C1CC1 (centres undefined)	2	-2	7	17	7	1.2	1	6
Cc1cc(C)c(C(=O)CSc2nnc(C)s2)c(C)c1	7	0	1	-1	-11	-1.2	-1	16
CSc1nc(Cc2ccccc2)nc2ccccc12	13	3	-7	-16	-14	-1.3	-2	26
CCOc1cc(/C=N/NC(=O)C(C)Sc2ccccn2)ccc1O (centres undefined)	-18	1	-1	10	-7	1.2	3	15
CCOc1ccc(S(=O)(=O)N2Cc3ccccc3CC2C(=O)O)cc1 (centres undefined)	24	-2	-2	2	-2	-1.7	-3	-2
O=C(COc1ccccc1)NCC(=O)Nc1cccc2ccccc12	7	-1	0	14	-1	3.1	3	11
O=C(COC(=O)c1cc(=O)c2ccccc2o1)Nc1cc(Cl)ccc1Cl	13	-2	10	20	-6	1.2	-2	-9
COc1ccccc1-c1coc2c(CN(C)C)c(O)ccc2c1=O	7	-4	4	-2	-5	1.9	-1	8
Cc1cccc(-n2c(CNC(=O)COc3ccccc3)nnc2SCC(=O)Nc2nccs2)c1	-6	-3	-4	1	-18	-2.5	6	16
O=C(Nc1cccc(NC(=O)c2ccccc2F)c1)c1ccccc1	-6	-2	-7	9	-6	1.6	-2	1
COc1ccccc1-n1c(SCC(=O)Nc2cc(C)on2)nc2c(c1=O)SCC2	17	0	10	2	-9	-1.9	-1	18
O=C(COc1ccc(F)cc1)OCCN1CCOCC1	3	0	7	12	3	-1.9	1	0
Cn1ncc(Cl)c1C(=O)NC(=S)Nc1sc2c(c1C#N)CCCCC2	3	0	6	-61	-16	2.3	-9	8
CCCCC/C=N\NC(=O)Cc1ccc([N+](=O)[O-])cc1	15	1	0	10	4	0.5	-3	3
COc1cc(NC(=O)Cn2cnc(S(=O)(=O)N3CCOCC3)c2)cc(OC)c1OC	-17	-2	20	-19	-5	1.0	2	-1

Full records as entered above.
Cn1ncc(Cl)c1C(=O)NC(=S)Nc1sc2c(c1C#N)CCCCC2 is entered as Mdm2 MdmX PPI = 3; UPR XBP1 act = 0; APJ antagonist = 6; 697 NFkB inh = -61; Jurkat NFkB inh = -16; CHOP UPR activ = 2.3; APJ ag = -9; tim23-1 inh = 8
O=C(COC(=O)c1cc(=O)c2ccccc2o1)Nc1cc(Cl)ccc1Cl is entered as Mdm2 MdmX PPI = 13; UPR XBP1 act = -2; APJ antagonist = 10; 697 NFkB inh = 20; Jurkat NFkB inh = -6; CHOP UPR activ = 1.2; APJ ag = -2; tim23-1 inh = -9
